# TEAD-YAP inh = TEAD-YAP interaction inhibition, primary screen, TEAD-YAP interaction inhibitor project, luminescence, HEK-TIYL cells. TEAD-Gal4/YAP UAS-luciferase luminescence. inhibition, % at 9.12 µM. actives 1.4% (n = 640,000); in the data active means inhibition above about 32%;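 further: 0% = median of test compound wells and 100% = reference inhibitor wells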
# FBW7 act = FBW7 E3 ligase activators, primary screen, biochemical, AlphaScreen, human; AlphaScreen FBW7–phospho-cyclin E peptide binding, activator screen; actives 0.13% (n = 650,000); F-box/WD repeat-containing protein 7 (Homo sapiens), Q969H0; AID 1259310, 2017; normalized activity (activation), % at 26.1 µM; in the data active means normalized activity above about 1.9%;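 further: purified mutant Fbw7 with reduced substrate affinity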
# MITF primary = MITF inhibitors, primary screen, biochemical, AlphaScreen, human; Microphthalmia-associated transcription factor (Homo sapiens), O75030; inhibition, % at 2.6 µM; actives 0.91% (n = 650,000); AID 1259374, 2018; AlphaScreen MITF homodimerization, bead proximity signal; in the data active means inhibition above about 50%;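 further: 0% = vehicle wells with protein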
# Target sequence (O75030 whole entry, looked up): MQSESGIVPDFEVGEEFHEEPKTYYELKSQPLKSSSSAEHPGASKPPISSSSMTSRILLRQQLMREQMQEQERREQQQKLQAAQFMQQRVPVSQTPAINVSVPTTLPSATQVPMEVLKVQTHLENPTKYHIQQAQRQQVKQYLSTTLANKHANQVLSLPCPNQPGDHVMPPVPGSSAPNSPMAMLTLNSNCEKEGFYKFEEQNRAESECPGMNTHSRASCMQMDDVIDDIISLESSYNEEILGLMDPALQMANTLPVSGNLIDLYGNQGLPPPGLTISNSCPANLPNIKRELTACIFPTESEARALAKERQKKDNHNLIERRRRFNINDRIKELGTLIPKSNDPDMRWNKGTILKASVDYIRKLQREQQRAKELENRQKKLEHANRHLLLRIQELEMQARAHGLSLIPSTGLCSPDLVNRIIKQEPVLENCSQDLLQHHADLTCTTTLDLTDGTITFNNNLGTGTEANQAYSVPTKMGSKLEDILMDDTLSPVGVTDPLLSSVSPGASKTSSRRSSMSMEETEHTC
# GPR151 ag = activators of human GPR151, primary screen, cell-based, PathHunter beta-arrestin, luminescence. G-protein coupled receptor 151 (Homo sapiens), Q8TDV0. PathHunter beta-arrestin GPR151 cells. activation, % at 11.2 µM. actives 1% (n = 650,000); in the data active means activation above about 4.9%;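 further: 0% = median of compound wells and 100% = cells with positive control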
# Target sequence (Q8TDV0 whole entry, looked up): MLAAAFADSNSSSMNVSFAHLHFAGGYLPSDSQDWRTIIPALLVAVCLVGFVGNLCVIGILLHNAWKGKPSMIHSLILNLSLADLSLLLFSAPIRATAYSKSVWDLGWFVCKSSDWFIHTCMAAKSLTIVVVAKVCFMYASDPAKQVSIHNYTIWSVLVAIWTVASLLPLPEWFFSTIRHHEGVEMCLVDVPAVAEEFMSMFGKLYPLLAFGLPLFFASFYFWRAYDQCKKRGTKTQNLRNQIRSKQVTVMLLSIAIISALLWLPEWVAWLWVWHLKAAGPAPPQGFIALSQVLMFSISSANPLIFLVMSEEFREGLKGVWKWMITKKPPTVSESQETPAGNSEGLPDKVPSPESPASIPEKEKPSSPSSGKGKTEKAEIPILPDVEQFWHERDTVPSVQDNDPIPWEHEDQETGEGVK
# * hit, by the source's call. Outcome played no part in choosing rows; about 3.5% have a hit in one of these screens.
cpd	Molecule	TEAD-YAP inh	FBW7 act
1	CC(C)NC(=O)C(C)N(c1ccc(Oc2ccccc2)cc1)S(C)(=O)=O (configuration not stated)	-7	0.3
2	O=C(CCC(=O)c1ccc2c(c1)Cc1ccccc1-2)Nc1ccc(C(=O)O)cc1	-2	0.9
3	Cc1nonc1C(=O)NCCN1Cc2ccccc2OC(c2ccccc2F)C1 (configuration not stated)	-7	-0.2
4	Cn1c(SCC(=O)NC(=O)NC(C)(C)C)nnc1C(F)(F)F	-2	0.1
5	C/C(CC(=O)Nc1cccc(C)n1)=N\NC(=O)c1ccc(O)cc1O	9	-0.4
6	Cc1ccccc1C(=O)Nc1nnc(SCC(=O)N2CCCCC2)s1	-2	-0.1
7	COc1ccc2c(c1)C(C)=CC(C)(C)N2C(=O)CNCc1ccc2c(c1)OCO2	-6	-0.1
8	CC(NC(=O)/C(=C/c1ccco1)NC(=O)c1cccc(Br)c1)C(=O)O (configuration not stated)	13	-0.1

cpd	MITF primary	GPR151 ag
1	15	-1.8
2	11	2.1
3	7	0.6
4	8	-1.3
5	-5	-0.9
6	19	-1.0
7	20	1.6
8	1	0.3

# Continued.
cpd	Molecule	TEAD-YAP inh	FBW7 act
9	Cc1cc(C)nc(SCCSCc2ccccc2)n1	3	0.6
10	S=c1n(CN2CCOCC2)nc(Cc2ccccc2)n1-c1ccccc1	-4	0.1
11	O=C1c2cccc([N+](=O)[O-])c2C(=O)N1c1ccc(Cl)cc1	-7	0.0
12	CN(C)CCOc1ccc2ccccc2c1	0	-0.1
13	CCOCCC(=O)Nc1ccc(S(=O)(=O)Nc2nccc(C)n2)cc1	0	0.2
14	COc1ccccc1C(=O)Nc1nnc(S(=O)(=O)N(C)Cc2ccccc2)s1	-9	-0.1
15	Nn1c(SCC(=O)N2CCC(Cc3ccccc3)CC2)nnc1C(F)(F)F	1	-0.1
16	CN(C)CCSc1nc(-c2cccs2)cc(-c2ccc(Cl)cc2)c1C#N	-13	0.1

cpd	MITF primary	GPR151 ag
9	15	0.7
10	1	-0.1
11	-5	-0.8
12	76*	0.3
13	12	-0.7
14	7	0.2
15	2	-1.2
16	-1	0.2

# Further entries
cpd	Molecule	TEAD-YAP inh	FBW7 act
17	NC(CC1CCCCC1)C(O)C(F)(F)F (configuration not stated)	0	0.0
18	NS(=O)(=O)c1ccc(-c2ccc(/C=C/C(=O)c3ccc(N4CCOCC4)cc3)o2)cc1	-3	0.0
19	CCC(C)n1c(=N)c(C(=O)NCc2cccnc2)cc2c(=O)n3cc(C)ccc3nc21 (configuration not stated)	-2	-0.1
20	Cc1ccc2c(c1)Oc1ccc([N+](=O)[O-])cc1C(=O)N2	2	0.2
21	COc1ccccc1CNC(=O)Nc1cccs1	-24	0.0
22	CCCn1c(SCC(=O)Nc2nc3c(s2)CCCC3)nnc1C(C)C	-55	-0.2
23	CC1CC(C)CN(S(=O)(=O)c2ccc(Sc3ccc(Br)cc3)c(C(=O)NCCCN3CCOCC3)c2)C1 (configuration not stated)	9	-0.3
24	COc1ccc(Nc2nc3ccccc3n3c(C)nnc23)cc1	8	0.1

cpd	MITF primary	GPR151 ag
17	0	-0.4
18	1	1.9
19	-6	1.6
20	-3	3.5
21	-13	-0.4
22	5	-0.3
23	2	-0.1
24	-4	0.0

# Arranged by length of the SMILES (rising): part of the list above.
cpd	Molecule	TEAD-YAP inh	FBW7 act
17	NC(CC1CCCCC1)C(O)C(F)(F)F (configuration not stated)	0	0.0
19	CCC(C)n1c(=N)c(C(=O)NCc2cccnc2)cc2c(=O)n3cc(C)ccc3nc21 (configuration not stated)	-2	-0.1
18	NS(=O)(=O)c1ccc(-c2ccc(/C=C/C(=O)c3ccc(N4CCOCC4)cc3)o2)cc1	-3	0.0

cpd	MITF primary	GPR151 ag
17	0	-0.4
19	-6	1.6
18	1	1.9

# (further entries)
cpd	Molecule	TEAD-YAP inh	FBW7 act
25	CCOC(=O)C(=O)NCCc1ccc(S(N)(=O)=O)cc1	2	-0.1
26	COCc1[nH]nc2c1C(c1ccccc1Cl)C(C#N)=C(N)O2 (configuration not stated)	0	-0.2
27	COc1ccc(CC(=O)N2CC(=O)Nc3ccccc32)cc1OC	25	0.0
28	COc1cc(/C=C/c2nc(O)c([N+](=O)[O-])c(=O)[nH]2)c(Br)cc1O	0	-0.6
29	COC(=O)c1c(NC(=S)NN2CCOCC2)sc(C(=O)N(C)C)c1C	-2	-0.2
30	COc1cccc(C2C(C(N)=O)=C(C)Nc3nc(SCc4ccccc4)nn32)c1 (configuration not stated)	-1	0.5
31	O=C1CSC(c2ccccc2[N+](=O)[O-])N1c1ccc(Oc2ccccc2)cc1 (configuration not stated)	-2	0.0
32	CCc1nn(C(CC)C(=O)NC2CCCC2)c(=O)c2cc3occc3n12 (configuration not stated)	8	-0.1

cpd	MITF primary	GPR151 ag
25	-3	-0.3
26	-9	-0.4
27	7	0.1
28	3	1.9
29	-9	-1.1
30	12	-0.8
31	17	0.7
32	-32	-0.5

# (continued)
cpd	Molecule	TEAD-YAP inh	FBW7 act
33	CS(=O)(=O)Nc1nnc(SCC(=O)Nc2ccccc2)s1	7	0.0
34	CCC(C)N1C(=O)C2C(C(=O)Nc3cccc(C)c3)C3C=CC2(O3)C1C(=O)NC1CCCC(C)C1C (configuration not stated)	-7	0.3
35	COc1ccccc1-n1cc(CNCc2c(C(=O)N3CCCC3)nc3sccn23)cn1	8	-0.1
36	Cc1cc2c(o1)CCc1sc(N(C)C(=O)C3CCCC3)nc1-2	-13	0.9
37	CCCCCC(=O)Nc1ccc(NC(=O)C(C)C)c(OC)c1	-3	0.1
38	CCOC(=O)N1CCC(NC(=O)c2cc(C)nc3c2c(C)nn3-c2ccccc2)CC1	2	0.6
39	CC(=O)CCc1c(C)[nH]c2ccc(Br)cc2c1=O	7	1.1
40	COc1cc(-c2nnc(SCC(=O)Nc3ccccc3C(F)(F)F)nc2-c2cc(OC)c(OC)c(OC)c2)cc(OC)c1OC	14	-0.1

cpd	MITF primary	GPR151 ag
33	4	3.6
34	-7	0.0
35	0	-0.3
36	-4	0.6
37	3	2.8
38	2	-0.6
39	-2	0.5
40	5	0.1

# (continued)
cpd	Molecule	TEAD-YAP inh	FBW7 act
41	CCOc1ncccc1C(=O)OCCOc1ccc(Br)cc1	-7	0.5
42	COc1ccc(CC(=O)Nc2ccc(OC)cc2)cc1	-13	-0.1
43	Cc1cnc(Nc2ncccn2)nc1NCc1cccc(C(F)(F)F)c1	0	0.4
44	CC(=O)Nc1ccc(-n2c(/C=C\c3ccccc3F)nc3ccccc3c2=O)cc1	3	0.3
45	Cc1onc(-c2ccccc2Cl)c1C(=O)Nc1ccccc1NC(=O)c1ccccc1	21	0.7
46	COc1ccc2cc3c(N)nn(C(=O)c4cncc(Br)c4)c3nc2c1	12	0.5
47	Cc1noc(C)c1COC(=O)COc1ccccc1[N+](=O)[O-]	2	0.0
48	CCCNc1c(NC(C)=O)c(=O)oc2ccccc12	8	0.0

cpd	MITF primary	GPR151 ag
41	-20	-1.0
42	5	0.9
43	-11	0.3
44	-16	-0.1
45	8	0.8
46	10	-1.2
47	-9	-0.8
48	6	2.4

# The results go on.
cpd	Molecule	TEAD-YAP inh	FBW7 act
49	CCC(=O)Nc1cccc(-c2nnc(SCC(=O)c3ccc([N+](=O)[O-])cc3)n2C)c1	9	-0.1
50	CCCOc1ccc(C(=O)Nc2ccc(-c3nc4ccccc4o3)cc2)cc1	0	-0.1
51	COc1cc2c(=O)n(C3CCCC3)c(=O)n(CC(=O)N3CCCCC3C)c2cc1OC (configuration not stated)	-7	0.3
52	Cc1c(C(=O)N/N=C/c2cc([N+](=O)[O-])ccc2Cl)nnn1-c1nonc1N	-4	0.0
53	COc1ccc(-c2cc3nc(C)c(CCC(=O)Nc4ccccc4)c(C)n3n2)c(OC)c1	4	1.0
54	CC(=O)Nc1ncc2c(n1)CC(C)(C)CC2=O	-1	0.1
55	Cn1c(=O)n(CC(=O)NCc2ccccc2F)c2cccnc21	-36	-0.2
56	O=C(CC(NCCN1CCOCC1)C(=O)O)Nc1ccc(Cl)cc1Cl (configuration not stated)	4	-0.1

cpd	MITF primary	GPR151 ag
49	-12	2.1
50	8	-0.6
51	-15	0.7
52	-4	1.4
53	30	-0.5
54	9	0.8
55	2	0.1
56	13	0.1

# Further compounds follow:
cpd	Molecule	TEAD-YAP inh	FBW7 act
57	Cc1ccc(CN2C(=O)C3C(C(=O)Nc4cc(C)cc(C)c4)C4C=CC3(O4)C2C(=O)NC2CCCCC2)cc1 (configuration not stated)	5	0.1
58	Cc1c(C(=O)NN)c2cc(O)ccc2n1C	-8	0.0
59	O=C(Nc1ccccc1[N+](=O)[O-])C12CC3CC(CC(C3)C1)C2	-1	0.0
60	CCOc1ccc(-n2c(=S)sc3c(=O)n(-c4ccccc4)c(SCC(=O)N(CC)CC)nc32)cc1	8	0.3
61	Cc1nnc(NC(=O)CCN2C(=O)c3cccc([N+](=O)[O-])c3C2=O)s1	3	-0.3
62	CS(=O)(=O)N1CCC(C(=O)Nc2ccc(I)cc2)CC1	6	1.1
63	COc1ccc(/C=C/C(=O)NCCCN2CCC(N(C)C3CCCCC3C)CC2)cc1 (configuration not stated)	1	0.0
64	Cc1cccc(N2C(=O)c3ccc(F)cc3C2=O)c1	1	0.0

cpd	MITF primary	GPR151 ag
57	14	-0.2
58	7	-0.6
59	-5	1.9
60	-4	1.9
61	34	0.1
62	7	-1.2
63	-1	0.8
64	12	1.1

# Compounds above that contain a cyano group:
cpd	Molecule	TEAD-YAP inh	FBW7 act
16	CN(C)CCSc1nc(-c2cccs2)cc(-c2ccc(Cl)cc2)c1C#N	-13	0.1
26	COCc1[nH]nc2c1C(c1ccccc1Cl)C(C#N)=C(N)O2 (configuration not stated)	0	-0.2

cpd	MITF primary	GPR151 ag
16	-1	0.2
26	-9	-0.4

# (listing goes on)
cpd	Molecule	TEAD-YAP inh	FBW7 act
65	CSc1ccccc1N1C(=O)CN(Cc2coc3ccccc3c2=O)CC1C (configuration not stated)	-2	0.3
66	O=C1/C(=C/c2ccc(F)cc2)Oc2c1ccc(O)c2CN1CCOCC1	4	0.2
67	CC(C)CN(CCNC(=O)/C=C1\Sc2ccccc2NC1=O)CC(C)C	-13	-0.1
68	COC(=O)c1ccc(NC(=O)CCN2CCN(Cc3ccccc3)CC2)cc1	3	0.0
69	O=C(Nc1ccc(Cl)cc1)C1C2C=CC3(O2)C1C(=O)N(CCN1CCCCCC1)C3C(=O)NC1CCCCC1 (configuration not stated)	-4	0.3
70	O=C(CNS(=O)(=O)c1c(F)cccc1F)NCc1ccc(Cl)cc1Cl	3	0.0
71	CCc1[nH]nc2c1C(c1cccc(OC)c1OC)C(C#N)=C(N)O2 (configuration not stated)	2	-0.1
72	NNC(=O)c1nc(Cl)c(Cl)c(N)c1Cl	-6	-0.1

cpd	MITF primary	GPR151 ag
65	16	1.2
66	7	-0.3
67	-12	-0.2
68	-7	0.5
69	7	-0.6
70	0	0.8
71	15	1.2
72	2	-1.2

# Next structures.
cpd	Molecule	TEAD-YAP inh	FBW7 act
73	COc1ccccc1NC(=O)Nc1nnc(N(C)C2CCCCC2)s1	-7	0.1
74	CCCS(=O)(=O)N1CC(=O)N(c2ccccc2C)C(C)(C(=O)NC2CCCCCC2)C1 (configuration not stated)	-4	0.1
75	Cn1nccc1Nc1cc(C(=O)NCCCN2CCCC2=O)c2ccccc2n1	-5	0.1
76	Cc1cc(=O)nc2c3ccccc3n(C(C)C(=O)NCc3ccccc3)n12 (configuration not stated)	-9	0.1
77	COc1cccc(CNn2cnnc2)c1O	6	0.2
78	O=C(NCc1ccc2c(c1)OCO2)c1ccc2c(=O)n(-c3ccc(F)cc3)c(=S)[nH]c2c1	-4	0.2
79	CCC1CN(CC(=O)N2CCCCC2CCOC)Cc2cc(OC)ccc2O1 (configuration not stated)	3	-0.1
80	COc1cc(C2C(=O)N(C3CCCCCC3)CC(=O)N2CCC2=CCCCC2)ccc1OC(C)C (configuration not stated)	10	0.1

cpd	MITF primary	GPR151 ag
73	12	0.7
74	3	1.2
75	9	0.3
76	0	1.6
77	21	-0.8
78	10	-0.7
79	3	0.8
80	1	1.9

# Going on with the list.
cpd	Molecule	TEAD-YAP inh	FBW7 act
81	COc1ccc(C2=NOC(C(=O)Nc3ccc(C(C)=O)cc3)C2)cc1OC (configuration not stated)	-15	-0.2
82	Cc1cccc(OCCC(=O)N(C)CC(=O)Nc2ccc(F)c(F)c2F)c1	-8	0.1
83	CCOC(=O)CC(NC(=O)CCCCCN1C(=O)c2ccccc2C1=O)c1ccc(OC)cc1 (configuration not stated)	-1	0.1
84	COc1ccc(C(=O)Oc2coc(CSc3nc(C)cc(C)n3)cc2=O)cc1	3	-0.3
85	FC(F)(F)c1cccc(CNc2nc(Nc3cnccn3)nc3c2ncn3C2CCCCC2)c1	-5	0.2
86	CC(C)CCNC(=O)c1ccc2c(=O)[nH]c3c(C(=O)NC(C)C)sc(=S)n3c2c1	-5	-0.3
87	CCCNC(=O)Cn1cnc2sc(C(=O)Nc3ccc4c(c3)OCCO4)c(C)c2c1=O	-4	0.1
88	Cc1ccc(CN2CCc3nnc(CNC(=O)c4ccccc4)n3CC2)s1	2	0.1
89	OC(CN1CCN(Cc2ccccc2)CC1)c1ccccc1 (configuration not stated)	-8	0.3
90	CC(C)=C/C(C)=C/C(C)=N/NC(=O)c1nnn(-c2nonc2N)c1C	2	0.4

cpd	MITF primary	GPR151 ag
81	-1	0.7
82	3	4.5
83	4	0.5
84	0	-1.5
85	17	0.5
86	-19	0.0
87	9	0.7
88	-3	0.4
89	21	0.4
90	6	-1.5

# Bioassay records from PubChem BioAssay.
